D2 antagonist – antagonists of human D2 dopamine receptor; P14416; HEK293 TREx D2 cells, calcium flux, dopamine EC80; actives 2% (n = 340,000); AID 485344; inhibition, % at 10 µM; in the data active = inhibition above about 30%; also: 0% is about no effect
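Antagonism is scored as inhibition of an EC80 dopamine-evoked calcium signal in a force-coupled, tetracycline-inducible HEK293 T-REx D2 line, with compound present 180 s before agonist.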
LDHA inh – inhibitors of human lactate dehydrogenase A. P00338. activity change, % (values are at about 110 or 230 µM). purified LDHA, NADH/diaphorase-resazurin fluorescence; active compounds read low. AID 1347041. actives 0.15% (n = 480,000); in the data active = activity change below about -30%; inconclusive = mostly about -25% to -30%;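 also: plate controls were DMSO wells for no effect and wells without enzyme for full effect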
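Human LDH5 (2 nM) was incubated with 0.06 mM NADH and 0.2 mM pyruvate for 5 min at room temperature in Tris pH 7.4. Remaining NADH was coupled through diaphorase/resazurin, and resorufin fluorescence was read at 0 and 20 min.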
D2 ag – D2 dopamine receptor (human) agonism; HEK293 T-REx D2 cells, calcium flux agonist mode; AID 485358; actives 0.53% (n = 340,000); activation, % at 2 µM;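 active = activation over 3 SD above normal in the single-dose calcium agonist read, cut at about 30% in these data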; also: 0% is about no effect
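In this primary screen, compounds producing a positive calcium signal within 180 s of addition to tetracycline-induced, force-coupled HEK293 Trex D2 cells are flagged; cells are dye-loaded with a no-wash calcium kit beforehand.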
ERG Ets-DNA blk – ERG Ets/DNA interaction inhibition; AID 624246; fluorescence polarization, His-ERG Ets domain / labelled DNA; Potency, µM (titrated, usually from 76.9 µM), inactives show at the top dose FP activity, negative = inhibition, hits mostly inhibitors; actives 0.028% (n = 370,000); active = well fitted inhibition curve with a large enough effect in the polarisation, with a control signal flat; inconclusive = small, poorly fitted or top-dose-only effect, or effect the other way, or a change in a side signal; inactive = no such curve, though single readings can be large or run the other way; the % refers to the polarisation;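 also: polarization taken with two DNA probes labelled with fluorescein and Texas red; potency is read from the fitted curve at half-maximal effect; % of control where 0% means no effect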
Target sequence (P11308 whole entry, looked up, the tested form may be a part): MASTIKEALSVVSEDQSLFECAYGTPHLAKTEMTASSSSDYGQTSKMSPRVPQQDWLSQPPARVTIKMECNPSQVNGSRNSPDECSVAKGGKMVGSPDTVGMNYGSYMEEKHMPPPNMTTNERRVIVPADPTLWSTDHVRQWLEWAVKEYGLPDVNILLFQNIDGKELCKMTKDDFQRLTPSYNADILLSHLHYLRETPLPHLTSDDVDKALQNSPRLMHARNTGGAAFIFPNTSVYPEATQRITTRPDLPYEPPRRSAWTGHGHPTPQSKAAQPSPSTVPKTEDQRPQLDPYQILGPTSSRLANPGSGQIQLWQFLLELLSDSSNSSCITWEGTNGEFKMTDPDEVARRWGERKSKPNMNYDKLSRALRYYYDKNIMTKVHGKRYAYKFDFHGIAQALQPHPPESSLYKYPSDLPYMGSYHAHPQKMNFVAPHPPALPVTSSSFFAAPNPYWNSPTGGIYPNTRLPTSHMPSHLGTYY
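His-tagged ERG Ets domain (1 uM in the protein solution; 300mM KCl, 50mM Tris-HCl, 1mM EDTA, 1mM DTT, pH 7.5) received compound, then a probe mix of 5 nM fluorescein-DNA and 100nM Texas-615-DNA. Fluorescence polarization was read for both dyes.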
12-LOX inh – inhibitors of human 12S-lipoxygenase ALOX12. AID 1671190. P18054. actives 1.1% (n = 580,000). purified 12hLO, xylenol orange hydroperoxide absorbance. Potency, µM (highest dose often 108 µM), for the others: top-dose activity change, negative = inhibition, usual class: inhibitors; also: potency is read from the fitted curve at half-maximal effect; % is scaled to controls: 0 for no effect and ±100 for the full control effect
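Purified human 12hLO (150 nM final) in 25 mM Hepes, 0.01% Triton X-100, pH 7.0 was preincubated 15 min at room temperature with compound. Then 40 uM arachidonic acid was added, 30 min. Hydroperoxide was read by Fe-XO absorbance ratio 573/405 nm.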
Vif-A3G inh – inhibitors of Vif-APOBEC3G interaction; AID 602310; actives 0.076% (n = 410,000); Q9HC16; HeLa A3G-eYFP + Vif (tagged APOBEC3G with the HIV-1 protein that degrades it), YFP fluorescence, overnight; Potency, µM (series often up to 46.1 µM), inactives show at the top dose activity, negative = active, usual class: inhibitors;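 also: potency is read from the fitted curve at half-maximal effect; % is scaled to controls: 0 for no effect and ±100 for the full control effect; nearly all actives have a fitted effect of over 60% in size; hits raise eYFP signal because A3G escapes Vif-driven loss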
Target sequence (Q9HC16 whole entry, looked up): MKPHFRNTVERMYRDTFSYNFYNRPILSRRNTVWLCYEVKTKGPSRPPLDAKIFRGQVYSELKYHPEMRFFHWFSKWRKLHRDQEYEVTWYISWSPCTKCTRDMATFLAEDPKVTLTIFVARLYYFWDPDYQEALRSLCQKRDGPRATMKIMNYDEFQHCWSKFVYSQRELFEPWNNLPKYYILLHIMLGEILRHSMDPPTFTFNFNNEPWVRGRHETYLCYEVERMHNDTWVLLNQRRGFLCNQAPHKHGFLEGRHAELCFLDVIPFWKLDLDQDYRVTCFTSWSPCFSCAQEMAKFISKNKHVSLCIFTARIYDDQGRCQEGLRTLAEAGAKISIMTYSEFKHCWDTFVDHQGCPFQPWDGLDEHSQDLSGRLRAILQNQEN
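HeLa cells stably expressing Vif and C-terminally eYFP-tagged A3G, seeded overnight at 37 deg C, then exposed to compound by pintool overnight at 37 deg C. Rise in yellow fluorescence (Ex 488/Em 500-530, Acumen) marks blocked Vif-driven A3G degradation.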
Vif-A3F inh – blocks the Vif interaction with APOBEC3F | HeLa A3F-eYFP + Vif (tagged APOBEC3F with the HIV-1 protein that degrades it), YFP fluorescence increase | Potency, µM (series often up to 46.1 µM), for the others: at the top dose activity, negative = active | actives 0.2% (n = 390,000) | AID 602313; also: potency is read from the fitted curve at half-maximal effect; % of control where 0% means no effect; nearly all actives have a fitted effect of over 65% in size
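Fluorescence increase (Ex 488/Em 500-530) after overnight compound treatment at 37 deg C flags inhibition of Vif-driven A3F-eYFP loss in stable HeLa A3F-eYFP/Vif cells seeded overnight beforehand.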
RGS4 inhibitor – inhibitors of human regulator of G protein signaling 4 | P49798 | Transcreener GDP fluorescence polarization, RGS4-accelerated GTP hydrolysis | actives 0.039% (n = 390,000) | Potency, µM (highest dose often 114 µM), for the others: top-dose activity change, negative = inhibition, actives largely listed as inhibitors; also: potency is read from the fitted curve at half-maximal effect; % is scaled to controls: 0 for no effect and ±100 for the full control effect; nearly all actives have a fitted effect of over 75% in size; some results filed as inactive show a strong effect at the top dose
Target sequence (P49798 whole entry, looked up): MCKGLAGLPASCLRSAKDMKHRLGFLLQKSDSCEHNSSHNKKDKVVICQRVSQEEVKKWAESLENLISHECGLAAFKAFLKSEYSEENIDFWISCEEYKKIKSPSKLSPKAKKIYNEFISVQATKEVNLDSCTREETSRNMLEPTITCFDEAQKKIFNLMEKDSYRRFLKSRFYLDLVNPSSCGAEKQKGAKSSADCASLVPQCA
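MLSMR compounds (23 nl, pin-transferred) preincubated 10 min at room temperature with a 500nM (2x) first reagent, then RGS4 at 900nM (2x) plus Transcreener GDP mix added; fluorescence polarization (620/688 nm) read before and after 90 min at 30 °C.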
GRP78 ERSR act – inducers of ER stress response in human glioma cells; U87-MG GRP78 promoter luciferase reporter, 16 h; Potency, µM, for the others: top-dose activation, most hits filed as activators; actives 0.02% (n = 420,000); AID 602332; also: potency is read from the fitted curve at half-maximal effect; series mostly up to about 76 µM; % of control where 0% means no effect; nearly all actives have a fitted effect of over 35% in size
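Stably transfected U87-MG glioma cells carrying a GRP78-based luciferase sensor; 16 h compound incubation. Luminescence end-point read 10 min after Bright-Glo addition at room temperature.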
* marks the source's active call; other numbers are inactive results; ? = inconclusive; / = not tested or not shown; & = joins results of further samples; [ ] = another dose, or the depositor's remark. Unless noted, calls follow the shape of the dose curve; as a rule, active = well fitted curve in the direction sought with a large enough effect; inconclusive = small, poorly fitted or top-dose-only effect, or another doubt; inactive = no such curve, though single readings can be large; an effect the other way counts as inactive or inconclusive.

SMILES	D2 antagonist	LDHA inh	D2 ag	ERG Ets-DNA blk	12-LOX inh	Vif-A3G inh	Vif-A3F inh	RGS4 inhibitor	GRP78 ERSR act
CC(C)CCNC(=O)C(c1ccco1)N(Cc1ccccc1)C(=O)c1snc(C(N)=O)c1N (stereo not given)	-12	1	0.5	1%	-8%	-2%	-1%	21%	-4%
COc1ccccc1NC(=O)c1cc2c(cc1Cl)N1CCCCCC1=NS2(=O)=O	/	-4	/	2%	4%	1%	-1%	-23%	-5%
CC1c2cc3c(cc2CCN1CC(=O)Nc1ccccc1)OCCCO3 (stereo not given)	/	-5	/	-1%	33%[activator]	-1%	1%	20%	-4%
Cc1cccc(NC(=O)CN2C(=O)N/C(=C/c3cc(C)n(C)c3C)C2=O)c1	17	1	0.3	2%	-3%	0%	3%	-35%	0%
CC(=O)/C(=N\Nc1ccccc1)Oc1ccc([N+](=O)[O-])cc1	11	-13	0.5	-8%	-20%	-1%	-2%	17%	-6%
COc1ccccc1-n1c(=O)c2c3c(sc2n2c(=S)[nH]nc12)CCC3	-7	-3	-0.4	-1%	?	0%	1%	-36%	-6%
CCOC(=O)c1cccc(NS(=O)(=O)c2cnc[nH]2)c1	12	1	-0.3	6%	39%[activator]	4%	1%	-5%	1%
O=C(CCN1CCc2ccccc2C1)Nc1cccc(F)c1	60*	-3	3.3	-11%	0%	0%	/	-9%	-3%
Cc1ccc(S(=O)(=O)N2CCCCC2CCNC(=O)C(=O)NC2CCCC2)cc1 (stereo not given)	-7	1	-0.1	-1%	3%	-10%	-1%	-14%	-3%
Cc1ccc(NC(=O)CN(C)C(=O)c2cc3ccccc3o2)cc1	4	-2	0.4	-10%	4%	1%	8%	-17%	-5%
O=C(NCc1ccc(Cl)cc1)c1ccc2c(=O)n(CC3CCCO3)c(=S)[nH]c2c1 (stereo not given)	-1	-3	-1.7	-5%	-5%	2%	7%	?	-3%
Cc1ccc(S(=O)(=O)c2ccc([N+](=O)[O-])cn2)cc1	4	9	-0.1	1%	-10%	-5%	-9%	-31%	-18%
COc1cccc(S(=O)(=O)Nc2ccc(C(=O)N3CCN(C(=O)c4ccco4)CC3)cc2)c1	2	-1	-0.2	-2%	5%	6%	-8%	-2%	-3%
O=c1cc(C(F)(F)C(F)F)oc2ccccc12	-2	-2	-0.6	/	-12%	2%	0%	-12%	-4%
CCOc1nc2cnccc2n(CC(=O)Nc2ccccc2C(=O)OC)c1=O	-3	-6	1.1	0%	12%	0%	-1%	-2%	-5%
O=C1N=C2N(CCN3CCCCC3)c3ccccc3N2/C1=C\c1ccc([N+](=O)[O-])s1	/	-4	/	-4%	22%	4%	-9%	13%[11.4 µM]	-1%
COc1nc2ccc(C)cc2cc1-c1noc(-c2cccnc2)n1	-4	-7	0.1	-4%	0%	0%	-14%	-21%	-5%
CC(NC(=O)C1CCCCC1)C(c1cccs1)N1CCN(C)CC1 (stereo not given)	13	-12	-1.5	-5%	29%	0%	5%	6%	-2%
CCN1C(=O)C(=O)N(CC(=O)NC(C)CCc2ccccc2)C1=O (stereo not given)	15	-4	-0.5	5%	77%	0%	-12%	-5%	-3%
Cc1cccc(CS(=O)(=O)c2ncc(Cl)c(C(=O)Nc3nnc(C(C)C)s3)n2)c1	17	7&5	-1.4&-0.8	1%&5%	?	?	10%&4%	?	-19%&-11%
COc1ccc(NC(=O)CCC(=O)Nc2nnc(CC(C)C)s2)cc1Cl	-24	0	-0.7	-3%	15%	3%	-4%	-3%[11.4 µM]	5%
NC(=O)c1ncc(C(F)(F)F)cc1Oc1ccc(C(F)(F)F)cc1	-23	-3	-2.1	6%	-16%	-1%	-9%	?	-5%
Nc1cc(=O)[nH]c(SCC(=O)Nc2cccc(Cl)c2Cl)n1	-1	-14	0.1	-9%	-1%	-3%	-6%	10%	-3%
COc1ccc(-c2noc(Cc3cccs3)n2)cc1	-9	9	-1.1	7%	-3%	-1%	-9%	-18%	4%
Cn1c(C(=O)NC2CCCCC2)cc2c(=O)n(C)c3ccccc3c21	-7	1	0.1	6%	-6%	-5%	0%	-41%	-2%
CCc1nnc(NC(=O)c2ccc3c(c2)C(=O)N(CC)C3=O)s1	/	-2	/	1%	-6%	0%	-5%	-6%	-3%
C=CCn1c(N)cc(=O)nc1SCC(=O)Nc1ccccc1	2	-4	-0.6	2%	-17%	2%	1%	-24%	-4%
CC1(C(=O)O)CCC2(C)CCC3(C)C(=CC(=O)C4C5(C)CCC(=O)C(C)(C)C5CCC43C)C2C1 (stereo not given)	/	1	/	/	4%	2%	-6%	/	-6%
Cc1cc(C(=O)OCC(=O)c2c(N)n(C)c(=O)n(C)c2=O)c(C)o1	-9	-1	0.9	-6%	468%[activator]	0%	-7%	2%	-4%
CN(Cc1ccccc1)C(=O)C1CCN(S(C)(=O)=O)CC1	1	-2	0.7	7%	19%	-9%	-16%	-11%	-1%
CCOC(=O)C1=C(C)NC(C)=C(C(=O)OCC)C1c1nc2ccccc2[nH]1	/	-3	/	-11%	3%	2%	-5%	27%	1%
O=C1CC2(CCN(C(=O)c3ccccc3F)CC2)Oc2ccccc21	20	-3	0.3	1%	27%&71%	1%	1%	2%	-5%
Cn1cccc1C(=O)NC(=O)COC(=O)c1ccc(O)cc1	/	-5	/	/	2%	-7%	-4%	-15%	-2%
O=C(CSc1n[nH]c(-c2ccccc2)n1)N1CCCCC1	/	3	0.3	9%	-24%	0%	1%	-23%	-3%
Cc1ccc(CN2CC(C(=O)N3CCN(S(=O)(=O)c4ccccc4)CC3)CC2=O)cc1 (stereo not given)	-4	4	0.1	4%	-25%	6%	1%	20%	-3%
COC(=O)CCCC(=O)Nc1c(F)c(F)c(F)c(F)c1F	4	-11	0.8	-9%	?	3%	-6%	13%	-1%
OCC1(Cc2ccccc2)CCN(Cc2ccc(C(F)(F)F)cc2)CC1	15	1	1.6	8%	-8%	5%	-7%	-7%	-6%
O=S(=O)(c1ccccc1C(F)(F)F)N1CCN(c2nc(-c3cccs3)nc3ccccc23)CC1	/	4	/	/	/	0%	/	16%	-6%
COc1ccc(CNC(=O)CN(Cc2ccccc2)S(=O)(=O)c2ccc(Cl)cc2)cc1	2	-4	2.8	-18%	0%	-1%	-2%	-13%	-4%
Cn1nccc1C(=O)NCCN1C(=O)OC(C)(C)C1(C)O (stereo not given)	-2	-10	0.3	-8%	-19%	-7%	-15%	16%	-3%
COc1ccc(N2C(=O)CSC23C(=O)N(Cc2cccc(C(F)(F)F)c2)c2ccccc23)cc1 (stereo not given)	/	0	-0.6	-4%	3%	3%	1%	15%	-3%
CCOC(=O)C1(CC2CC2)CCN(Cc2cc(Cl)c(O)c(OC)c2)CC1	-2	3	0.0	2%	0%	-1%	-8%	-10%	-4%
CC(C)CNC(=O)C1(C)CCCN1C(=O)c1ccc2ccccc2n1 (stereo not given)	/	-8	/	/	-12%	-2%	/	/	-2%
O=C(O)C1=C[C@@H](c2coc3ccccc3c2=O)C[C@@H](OCc2ccc(CO)cc2)O1	-1	-4	0.0	-2%	-4%	5%	-6%	2%	-2%
COc1ccc(-c2c(C)c3ccc(O)c(CN4CCC(C)CC4)c3oc2=O)cc1OC	/	0	0.4	1%	-17%	3%	-3%	4%	-3%
O=C(O)c1cccc(NC2=Nc3cccc4cccc2c34)c1	0	-1	0.1	3%	?	1%	6%	32%	-2%
Cn1cccc1/C=N/NC(=O)Cc1cccs1	0	-5	0.4	-4%	82%[activator]	0%	-6%	2%	2%
COc1cc(C(=O)OC(C)CN2CCCC2)cc(OC)c1OC (stereo not given)	-5	-2	0.5	-3%	0%	2%	4%	-30%	-9%
CSc1ccc(/C=C/C(=O)OCC(=O)NC2CCCC2)cc1	/	0	/	/	-5%	4%	-6%	/	-2%
CC(=O)c1cccc(NC(=O)c2cc(S(=O)(=O)N3CCCCC3)ccc2N2CCOCC2)c1	/	0	/	/	5%	7%	6%	/	-1%
O=C(Cn1c2ccc(F)cc2c2nc3n(c(=O)c21)CCS3)NC1CCCC1	4	-6	-2.7	-1%	1%	-3%	-2%	-3%	-4%
CCOC(=O)C1=CN(CC)S(=O)(=O)NC1CC (stereo not given)	/	2	/	-12%	-28%	1%	5%	6%	1%
C=CCNc1nc2c(c(=O)n(C)c(=O)n2C)n1CCCCCC	-13	-3&-1	1.7	3%	-7%&46%	1%	-13%	3%	2%
COCc1nn2c(N)c(-c3ccccc3)cnc2c1-c1ccccc1	-1	-2	1.2	-6%	6%	0%	-2%	32%	4%
O=C(c1ccc2c(c1)C(=O)N(c1ccc(Cl)cc1)C2=O)N1CCN(c2ccccn2)CC1	/	-4	/	8%	?	5%	-8%	1%	-2%
COc1ccc(N(CC(=O)NCCC2=CCCCC2)S(=O)(=O)c2ccccc2)c(OC)c1	-4	-3	-2.0	-2%	-4%	2%	-9%	-1%	-2%
Cc1ccc(C(=O)N2CC(C)CC(C)C2)cc1NC1=NC2CS(=O)(=O)CC2S1 (stereo not given)	15	-1	-0.5	-2%	-13%	2%	2%	-1%	-4%

Compound activity deposited in PubChem BioAssay by National Center for Advancing Translational Sciences (NCATS).

Only part of the results is shown. The share of hits here may be higher or lower than overall.
